# GLD-1 TGE inh – GLD-1-TGE RNA interaction inhibition (C. elegans). Q17339. purified GLD-1 + fluorescein TGE RNA, fluorescence polarization. inhibition, % at 5.96 µM. actives 0.44% (n = 320,000). AID 2280;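 active means percent inhibition above a per-plate cutoff, the plate mean of test compounds plus 3 SD, cut at about 30% in these data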;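 further: 0% = DMSO wells with GLD-1 and probe and 100% = wells lacking GLD-1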
# BCLXL inh – Bcl-xL (human) inhibition | Q07817 | GST-Bcl-xL / FITC-Bim BH3 peptide fluorescence polarization | inhibition, % at 10.9 µM | actives 0.7% (n = 320,000) | AID 2129;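 active means inhibition above the mean of all tested compounds plus 3 SD, cutoff set per campaign, cut at about 30% in these data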;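 further: 0% = DMSO wells and 100% = unlabeled Bim-BH3 peptide competitor; inhibitors lower millipolarization by displacing the labeled peptide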
# MEX-5 binding – C. elegans MEX-5 TCR-2 RNA binding activity; MEX-5/FITC-TCR2 RNA binding, fluorescence polarization; active compounds read low; activity score (negative = inhibition of binding), % at 10 µM; AID 1832; actives 0.38% (n = 300,000);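 active means inhibition past about -25% in most replicates, and total fluorescence under double the plate's negative control median, limit read from the data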;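 further: 0% = DMSO and -100% = 5 µM competing unlabeled TCR2 RNA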
# TPT1 inh – inhibitors of Candida albicans tRNA 2'-phosphotransferase TPT1; recombinant caTPT1, FP RNA substrate dephosphorylation; inhibition, % at 5 µM; actives 0.81% (n = 300,000);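 active means inhibition above the mean of all tested compounds plus 3 SD, set per screening campaign, cut at about 24% in these data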;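 further: plate controls were DMSO alone for no effect and ferristatin control at 100 nM for full effect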
# MCL1-BIM inh – inhibitors of human MCL1 binding to BIM-BH3 peptide. inhibition, % at 10.9 µM. GST-MCL1 / FITC-Bim-BH3 fluorescence polarization. Q07820. actives 0.68% (n = 320,000);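 active means inhibition above the mean inhibition of all tested compounds plus 3 SD, set per campaign, cut at about 40% in these data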;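 further: 0% = DMSO wells and 100% = unlabeled Bim-BH3 peptide control; higher means more loss of mP so more displacement of Bim peptide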
# Target sequence (Q07820 whole entry, looked up): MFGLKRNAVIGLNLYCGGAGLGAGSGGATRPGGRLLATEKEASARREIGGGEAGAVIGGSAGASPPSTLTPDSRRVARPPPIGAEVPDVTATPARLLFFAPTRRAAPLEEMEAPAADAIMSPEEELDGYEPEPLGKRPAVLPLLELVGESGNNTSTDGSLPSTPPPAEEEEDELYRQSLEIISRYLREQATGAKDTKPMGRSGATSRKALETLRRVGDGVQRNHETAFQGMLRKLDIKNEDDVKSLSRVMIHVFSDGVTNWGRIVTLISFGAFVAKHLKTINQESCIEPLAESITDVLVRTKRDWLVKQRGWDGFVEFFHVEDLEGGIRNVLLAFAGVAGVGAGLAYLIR
# Fam108B inh – Fam108B inhibition, counter-screen for RBBP9 inhibitors. actives 0.33% (n = 300,000). AID 1947. recombinant Fam108B, FP-Rh probe fluorescence polarization. inhibition, % at 9.51 µM;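 active means inhibition above the screen mean inhibition plus 3 SD, computed separately per campaign, cut at about 18% in these data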;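 further: inhibitors lower polarization as less probe binds the enzyme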
# GSTO1 inh – GSTO1 inhibition, counter-screen for RBBP9 inhibitors. P78417. recombinant GSTO1, activity-based probe fluorescence polarization. inhibition, % at 5.96 µM. actives 1.1% (n = 300,000);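 active means inhibition above the campaign mean inhibition plus 3 SD, cut at about 35% in these data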;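 further: 0% = GSTO1-1 with DMSO and 100% = wells lacking GSTO1-1 enzyme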
# PME-1 primary – PME-1 (human) inhibition; AID 2130; inhibition, % at 5.9 µM; actives 0.53% (n = 320,000); recombinant PME-1, FP-Rh probe fluorescence polarization;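 active means inhibition above the campaign mean of all compounds plus 3 SD, cut at about 26% in these data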;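 further: competitive labeling of PME-1 active site by serine hydrolase directed probe; 0% = PME-1 with DMSO and 100% = wells lacking PME-1 enzyme; inhibitors block probe labeling so polarization falls and inhibition rises; many of its hits are not listed in these tables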
# PAD4 FP inh – inhibitors of human PAD4; inhibition, % at 6.36 µM; actives 0.41% (n = 330,000); recombinant PAD4, RCA probe fluorescence polarization; Q9UM07;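 active means percent inhibition above a cutoff equal to the mean of all tested compounds plus 3 SD, cut at about 15% in these data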;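 further: 0% = PAD4 with RCA probe and DMSO and 100% = probe without PAD4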
# Target sequence (Q9UM07 whole entry, looked up): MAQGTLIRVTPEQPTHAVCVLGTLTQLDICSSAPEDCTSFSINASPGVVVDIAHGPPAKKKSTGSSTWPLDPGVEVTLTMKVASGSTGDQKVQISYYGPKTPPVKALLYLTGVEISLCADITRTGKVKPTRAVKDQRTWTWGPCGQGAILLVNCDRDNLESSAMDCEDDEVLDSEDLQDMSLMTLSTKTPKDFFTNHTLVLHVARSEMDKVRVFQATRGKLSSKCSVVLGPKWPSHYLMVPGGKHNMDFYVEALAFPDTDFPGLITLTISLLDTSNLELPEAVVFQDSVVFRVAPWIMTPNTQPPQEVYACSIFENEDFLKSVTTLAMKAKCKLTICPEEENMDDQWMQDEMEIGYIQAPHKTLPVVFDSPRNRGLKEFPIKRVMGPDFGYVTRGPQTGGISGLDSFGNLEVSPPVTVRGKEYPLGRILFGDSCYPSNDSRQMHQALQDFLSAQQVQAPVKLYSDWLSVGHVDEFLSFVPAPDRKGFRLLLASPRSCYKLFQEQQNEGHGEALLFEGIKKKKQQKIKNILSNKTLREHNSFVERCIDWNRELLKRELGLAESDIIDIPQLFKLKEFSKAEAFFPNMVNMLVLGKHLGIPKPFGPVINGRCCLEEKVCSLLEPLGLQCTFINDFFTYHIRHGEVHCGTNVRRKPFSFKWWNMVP
# Starred values were filed as active, the others as inactive; / = no result given. The list is partial, so the mix of outcomes need not match the whole.
SMILES,GLD-1 TGE inh,BCLXL inh,MEX-5 binding,TPT1 inh,MCL1-BIM inh,Fam108B inh,GSTO1 inh,PME-1 primary,PAD4 FP inh
O=C(NCc1ccccn1)NC12CC3CC(CC(C3)C1)C2,0,1,-1.7,-2,18,-6,7,0,-1
Cc1[nH]n(-c2ccc(Cl)cc2)c(=O)c1/C=N/c1nnc(-c2ccccc2)s1,8,13,-0.6,-26,8,2,14,6,-5
CC(C)N(CC(N)=O)C(=O)c1sc2cc(F)ccc2c1Cl,-1,5,0.7,-2,8,3,-3,2,-2
COc1ccc(NC(=O)c2sccc2SCc2cccc(C(F)(F)F)c2)cc1,10,2,-1.0,0,-9,-6,-7,-5,3
COc1cccc(Nc2nnc(SCn3nnc4ccccc4c3=O)s2)c1,6,-1,1.9,0,0,-1,-4,-2,-6
COC(=O)c1ccc(NC(=O)CSc2nccn2CCc2ccccc2)cc1,-6,4,1.1,-2,4,-2,7,0,5
O=C(Nc1ccccc1F)C1CCCN1S(=O)(=O)c1ccc(Cl)cc1 (configuration not stated),0,0,/,/,2,/,/,6,2
Cc1ccc(S(=O)(=O)C2(C(=O)Nc3ccc(Br)cc3)CC2)cc1,-5,2,2.0,-2,10,-2,1,1,1
Nc1nc2c(s1)CCc1c-2cnn1-c1ccccc1,0,14,-0.6,4,20,14,72*,12,40*
CCOc1ccc2ccccc2c1CNCCN1CCOCC1,1,6,1.4,-5,7,10,5,3,0
COc1cc(Cl)cc(C2NC(=O)NC(C)=C2C(C)=O)c1OCC(=O)O (configuration not stated),2,2,0.5,0,6,-1,6,6,1
CCOC(=O)CCc1c(C)c2ccc(OCc3nn[nH]n3)cc2oc1=O,0,5,-0.2,0,-1,3,-2,-12,-2
CCCc1cc(=O)c2c(O)cccc2o1,3,2,-2.9,-5,7,-4,10,0,-2
Cc1ccc(Cl)cc1NC(=S)N(CCCN1CCOCC1)Cc1ccco1,11,7,-2.6,-3,5,-3,15,-8,-1
O=C(/C=C/c1ccccc1[N+](=O)[O-])N1CCN(c2ccc(F)cc2)CC1,-2,6,-0.7,-1,11,6,3,-2,-3
CCOC(=O)N1CCC(N2C(=O)c3ccccc3C2Nc2ccc(C)cc2)CC1 (configuration not stated),-1,4,-1.5,-1,-2,-8,-4,11,-1
NS(=O)(=O)c1ccc(NC(=O)CSc2ccccc2)cc1,-8,-1,-4.0,0,1,-1,-3,2,-4
Cn1c(C(=O)Nc2ccccc2)cc2sccc21,9,-1,0.6,-3,-2,-1,-1,-7,-4
Cc1cccc(OCC(=O)Nc2cc(C)ccc2O)c1,-5,8,1.1,-2,5,2,4,0,2
Nc1nc(F)cc(N2CCCCCC2)n1,-2,9,-0.3,-2,1,2,15,-1,-3
CC(C)(C)c1cc(C(=O)N/N=C/c2ccc([N+](=O)[O-])s2)n[nH]1,6,-6,0.5,-2,-7,2,37*,4,-7
COc1ccc(/C=C/C(=O)C2CC2)cc1COc1cccc(C)c1C,5,5,-1.7,-3,3,-7,-4,-12,-3
CCN(CC)P(=O)(C(NC(=O)OC)C(F)(F)C(F)(F)C(F)(F)C(F)F)N(CC)CC (configuration not stated),4,6,0.3,-2,3,3,4,-1,2
Cc1ccccc1-c1cc(C(=O)Nc2nc3c(s2)CCCC3)c2ccccc2n1,0,5,3.1,3,3,-4,-12,-3,-6
Cc1cccc(NC(=O)c2ccc3c(c2)CCN3S(C)(=O)=O)c1C,-4,1,-1.3,-2,2,-1,-3,5,0
O=C(CSc1ccccc1)Nc1nnc(/C=C/c2ccccc2)s1,3,-3,/,3,2,1,4,-2,-5
CCOc1cccc(C2C(C(=O)c3ccco3)=C(O)C(=O)N2Cc2ccncc2)c1 (configuration not stated),-2,5,-0.1,0,6,1,4,-5,-4
O=C1CC(c2ccccc2)NN1 (configuration not stated),-1,-5,/,/,-5,/,/,1,-1
CCN(CC(=O)NC(=O)NCc1ccco1)Cc1nc2ccccc2c(=O)[nH]1,4,10,0.7,0,13,2,-1,-6,-3
O=C(CNC(=O)N1CC(=O)Nc2ccccc21)Nc1ccc(Cl)cc1,-6,0,1.9,0,-6,1,3,6,-3
CN(C(=O)CSc1nc(O)cc(=O)n1-c1ccccc1F)c1ccccc1,-3,-5,3.8,1,-9,-2,-4,2,-5
O=C(NCc1ccc(F)cc1)C1CCCN(S(=O)(=O)c2ccc(-n3cnnn3)cc2)C1 (configuration not stated),1,4,0.8,-1,4,-1,-3,5,1
O=C(CNC(=O)c1ccccc1Br)N/N=C/c1ccccc1O,-3,4,-1.4,3,9,3,-3,1,-6
COC(=O)c1nn(-c2ccccc2)c(Cl)c1/C=N/OCc1c(Cl)cccc1Cl,-6,-5,-0.7,1,-1,-1,6,-4,0
CCC(=O)Nc1ccccc1C(=O)N1CCOCC1,-2,6,2.4,-5,2,-3,2,0,-2
O=C(CS(=O)(=O)c1ccccc1)NC1CCCCC1,-3,-4,0.5,2,-9,-1,1,4,-1
O=C(O)CC12CC3CC(C1)CC(n1ncc(NCc4ccc(F)cc4Cl)c(Cl)c1=O)(C3)C2,3,1,-1.8,3,-3,1,6,5,-2
O=C1[C@@H]2Cc3c([nH]c4ccccc34)C(c3ccccc3)N2C(=O)CN1C1CCN(Cc2ccccc2)CC1 (some centres not stated),5,4,0.8,-1,2,0,-2,-3,-10
CCC(=O)c1ccc(OCC(=O)NCCC2=CCCCC2)c(OC)c1,-3,9,-1.4,1,-1,10,-3,12,-4
Cc1nn(CC(=O)Nc2cccc(S(N)(=O)=O)c2)c(C)c1[N+](=O)[O-],10,-5,-2.3,4,-10,-2,2,-3,0
CC12CCC(C/C1=N\OC(=O)c1ccc(F)cc1)C2(C)C (configuration not stated),7,1,3.3,0,0,3,1,-5,-1
O=C(NCC1COc2ccccc2O1)c1ccc(NC(=O)C(c2ccccc2)c2ccccc2)cc1 (configuration not stated),-2,3,-5.7,0,11,-22,5,-15,-1
CCN(CC)CCOC(=O)c1ccc2c(c1)OCCO2,0,3,0.5,0,2,0,2,-3,1
Cc1c(OC(C)C(=O)NCc2ccncc2)ccc2c3c(c(=O)oc12)CCC3 (configuration not stated),0,3,3.1,-5,9,3,2,6,2
OC(CN1CCOCC1)Cn1cnc2ccccc21 (configuration not stated),8,3,-1.1,3,6,2,0,-1,4
CCC(C)(C)NC(=O)CN(C(=O)CCC(=O)Nc1ccccn1)c1ccc2c(c1)OCO2,5,10,-1.2,-2,10,1,7,8,1
CN(CCOc1ccccc1)C(=O)c1ccc(Cl)c(S(=O)(=O)N2CCCCC2)c1,7,2,/,/,3,/,/,3,-4
Cc1cc(C)c2c(N)c(C(=O)Nc3c(C)n(C)n(-c4ccccc4)c3=O)sc2n1,-3,-3,-1.2,-1,-6,3,1,-1,-1
O=C(N/N=C/c1ccccc1)c1cc(-c2ccc3c(c2)OCO3)n[nH]1,4,6,1.3,0,1,-7,-7,-12,-4
COc1cc(NS(=O)(=O)N2CCCC2)cc(OC)c1OC,1,1,0.4,0,-1,1,-10,4,1
Cn1c(=NCC(O)COc2ccccc2)sc2ccccc21 (configuration not stated),5,4,1.4,0,3,3,7,1,1
CC1CCCC(C)N1CC(O)COCc1ccccc1 (configuration not stated),1,3,-0.2,-2,3,2,-1,-3,-5
CC1(C)Cc2c(cnn2-c2ccccc2)C(=O)/C1=N\NC(=O)c1ccccc1,5,2,1.9,0,-2,-2,3,-1,-4
O=C(NCC(=O)N(c1ccccc1)C(C(=O)NC1CCCC1)c1cccnc1)c1ccco1 (configuration not stated),4,-2,0.2,3,8,-4,-7,-5,1
CCCCN(CC)C(=O)c1ccc2c(c1)OCO2,0,2,-4.3,2,4,-3,2,3,-7
COC(=O)C1=C(C)N(c2ccc(C)c(C)c2)/C(=C/c2ccco2)C1=O,7,4,-17,0,10,-3,3,-4,1
CS(=O)(=O)N(Cc1ccccc1)c1ccc(C(=O)N2CCOCC2)cc1,7,-1,1.8,0,-2,-1,9,-6,-2
CNC(=O)c1c(NC(=O)CS(=O)(=O)c2ccc(Cl)cc2)sc(C)c1C,-2,1,1.7,-1,0,0,-3,0,1
Cc1ccc(/C=C(\NC(=O)c2ccc(C)cc2)C(=O)NCCCn2ccnc2)cc1,7,0,-2.3,-7,-5,-2,4,-4,1
COc1ccc(/C=N\NC(=O)COc2ccc(C(C)(C)C)cc2)cc1Cn1nc(C)cc1C,-9,1,-1.4,6,-5,0,4,-4,-8

# Sorted by molar mass (ascending): three of the compounds above
SMILES,GLD-1 TGE inh,BCLXL inh,MEX-5 binding,TPT1 inh,MCL1-BIM inh,Fam108B inh,GSTO1 inh,PME-1 primary,PAD4 FP inh
COC(=O)C1=C(C)N(c2ccc(C)c(C)c2)/C(=C/c2ccco2)C1=O,7,4,-17,0,10,-3,3,-4,1
CC1(C)Cc2c(cnn2-c2ccccc2)C(=O)/C1=N\NC(=O)c1ccccc1,5,2,1.9,0,-2,-2,3,-1,-4
CNC(=O)c1c(NC(=O)CS(=O)(=O)c2ccc(Cl)cc2)sc(C)c1C,-2,1,1.7,-1,0,0,-3,0,1

# (listing goes on)
SMILES,GLD-1 TGE inh,BCLXL inh,MEX-5 binding,TPT1 inh,MCL1-BIM inh,Fam108B inh,GSTO1 inh,PME-1 primary,PAD4 FP inh
Cc1onc(-c2ccccc2Cl)c1C(=O)N1CCN=C1SCc1cccnc1,-4,3,0.6,0,1,1,0,0,-1
Cc1ccc(/C=N/N2C(=O)C3C(C2=O)C2C=CC3C23CC3)o1 (configuration not stated),0,-2,3.0,0,2,0,-5,-6,-1
COc1ccc(-c2ocnc2C(=O)Nc2ccccc2N2CCCCC2)cc1,4,2,-0.3,0,1,-2,0,-3,3
COc1ccc(Cl)cc1NC(=S)N1CCN(c2ncccn2)CC1,1,2,-0.1,-1,5,-3,-9,-4,-4
CCc1nc2sc3c(=O)[nH]cnc3c2c2c1CSC(C)(C)C2,3,-52,-2.5,1,-80,-1,22,0,0
Cc1ccc(O)c(C(CC(=O)NC(C)C)c2ccccc2)c1 (configuration not stated),5,14,-1.2,2,-1,-1,-7,-6,-4
CC(C)Nc1nc2nonc2nc1Nc1ccccc1,2,2,-2.3,-3,5,-1,-3,0,2
O=C(Nc1ccc2c(c1)CCCN2C(=O)c1cccs1)c1c(F)cccc1Cl,-3,3,-2.0,2,-5,1,-9,0,-2
COc1ccc(/C=N\NC(=O)/C(=C\Nc2nccc(C)n2)NC(=O)c2ccccc2)cc1,6,8,-1.3,-2,0,5,-1,3,-3
CO/N=C/C1C(=O)NN=C1c1ccccc1 (configuration not stated),-1,3,0.5,2,0,5,4,3,-2
O=C(CCc1nc(-c2ccccc2)no1)Nc1cc(C(F)(F)F)ccc1Cl,5,0,0.5,0,5,1,7,1,0
CCOc1ccc(NC(=O)Cc2nnc(SCC(=O)N3CCOCC3)n2C)cc1,-1,3,-0.3,-1,4,3,4,4,-2
COc1ccc(C(=O)NCCNC(=O)c2ccccn2)cc1,2,-1,0.0,-1,-2,1,4,-4,-3
COc1cc(/C=C2/SC(=S)N(Cc3ccccc3)C2=O)cc(Cl)c1O,-14,11,4.6,37*,9,-253,-229,-165,-149
Cc1ccc(CNC(=O)CN(C)C2=NS(=O)(=O)c3ccccc32)cc1,-1,1,/,/,-1,/,/,1,-1
CCOc1ccc(S(=O)(=O)Nc2cc(S(=O)(=O)N(CC)CC)ccc2N2CCCC2)cc1,10,6,-0.4,1,9,1,0,16,0

# Compound activity from PubChem.
